Screening results: PubChem, National Center for Advancing Translational Sciences (NCATS)
S-ASM inh: Inhibitors of Secretory Acid Sphingomyelinase (S-ASM): qHTS. 0.006% of 340,000 active. Potency, µM (doses to about 57.5 µM), inactives show at the highest dose activity change, negative = inhibition, actives largely listed as inhibitors. Sphingomyelin phosphodiesterase (Homo sapiens), P17405. AID 504937, 2011. placental ASM, HMU-PC fluorogenic substrate, 60 min; also: potency is read from the fitted curve at half-maximal effect
Target sequence (P17405 47-631 limits assumed): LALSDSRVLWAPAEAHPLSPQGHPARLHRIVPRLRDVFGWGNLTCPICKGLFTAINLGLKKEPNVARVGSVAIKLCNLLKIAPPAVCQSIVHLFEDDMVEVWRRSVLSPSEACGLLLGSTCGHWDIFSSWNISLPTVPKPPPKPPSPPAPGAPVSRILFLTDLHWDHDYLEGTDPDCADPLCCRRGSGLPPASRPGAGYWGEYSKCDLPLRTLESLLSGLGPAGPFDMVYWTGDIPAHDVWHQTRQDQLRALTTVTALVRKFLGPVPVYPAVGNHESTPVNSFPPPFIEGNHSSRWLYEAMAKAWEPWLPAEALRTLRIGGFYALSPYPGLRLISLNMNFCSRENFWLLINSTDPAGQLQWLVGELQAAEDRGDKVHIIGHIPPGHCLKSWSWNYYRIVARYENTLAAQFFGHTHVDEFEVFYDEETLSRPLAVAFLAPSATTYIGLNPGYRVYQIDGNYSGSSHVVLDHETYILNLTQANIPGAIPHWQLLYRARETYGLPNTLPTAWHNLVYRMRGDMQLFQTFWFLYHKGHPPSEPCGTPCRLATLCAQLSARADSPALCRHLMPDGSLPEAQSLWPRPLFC
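Human placenta-derived ASM preincubated with compound 10 min at room temperature, then reacted with 9 uM (final) fluorogenic HMU-PC substrate for 60 min at 37 C. Stop solution raises pH to 10; fluorescence read at Ex 386/Em 447 nm.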
Integrin act MD: qHTS for Activators of Integrin-Mediated Alleviation for Muscular Dystrophy. 0.064% of 350,000 active. alpha7betagal myoblasts, beta-gal FDG fluorescence, 48 h. Potency, µM (top dose mostly 38.3 µM), for the others: at the highest dose activation, most hits filed as activators;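 also: potency is read from the fitted curve at half-maximal effect; 100% = response of the positive control SU9516; nearly all actives have a fitted effect of over 60% in size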
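alpha7betagal+/- myoblasts (passage 13, 250/well) treated 48 h at 37C with compounds at 1:260 dilution of DMSO stock. Lysed, then beta-galactosidase activity read as FDG fluorescence (ex 480/em 540) after 30 min, with pre-read for autofluorescence.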
Giardia kill: Small Molecules that selectively kill Giardia lamblia: qHTS; activity change, % at 7.66 µM, hits read low; 0.15% of 340,000 active; Giardia lamblia trophozoite viability; in the data active = activity change below about -80%; inconclusive = between about -30% and that limit;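 also: parasites exposed to compound for two days anaerobically before the ATP read; % is scaled to controls: 0 for no effect and ±100 for the full control effect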
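Trophozoites 100 cells/well + cpd; 48 hrs, 37 deg C, anaerobic. ATPLite 1-Step added, 15-30 min RT, luminescence read (ATP-based viability).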
TSG101-PTAP inh: qHTS Assay for Iinhibitors of HIV-1 Budding by Blocking the Interaction of PTAP/TSG101; Fluorescence polarization, FITC-PTAP peptide / Tsg101 binding; Potency, µM (titrated, usually from 115 µM), without a hit: top-dose activity change, negative = inhibition, hits mostly inhibitors; 340,000 tested, under 10 active; AID 493005, 2010; active = well fitted inhibition curve with a large enough effect in the main read-out, with a control signal flat, not every such curve was filed as active; inconclusive = small, poorly fitted or top-dose-only effect, or effect the other way, or a change in a side signal; inactive = no such curve, though single readings can be large or run the other way; also: potency is read from the fitted curve at half-maximal effect; % of control where 0% means no effect
Target sequence (Q99816 whole entry, looked up): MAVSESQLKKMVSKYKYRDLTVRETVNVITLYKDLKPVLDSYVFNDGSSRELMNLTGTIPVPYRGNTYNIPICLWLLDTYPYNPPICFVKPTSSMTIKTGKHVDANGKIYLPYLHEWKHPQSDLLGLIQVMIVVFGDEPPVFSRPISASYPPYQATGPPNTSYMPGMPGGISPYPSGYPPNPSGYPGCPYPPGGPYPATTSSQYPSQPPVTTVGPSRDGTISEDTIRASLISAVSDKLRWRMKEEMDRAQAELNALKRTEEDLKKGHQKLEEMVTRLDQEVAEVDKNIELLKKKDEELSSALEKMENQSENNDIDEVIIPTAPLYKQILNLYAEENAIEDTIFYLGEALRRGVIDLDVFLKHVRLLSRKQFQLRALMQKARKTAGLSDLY
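Tsg101 binding domain (10 uM final) was mixed with compound and a FITC-labeled PTAP peptide (50 nM final) in HEPES pH 7.5 buffer with NaCl, Tween 20, EDTA and TCEP; fluorescence polarization was read after 20 min at r.t.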
The depositor's hits bear a star; ? = inconclusive; [ ] = dose if it differs, or a comment. Unless noted, calls follow the shape of the dose curve; as a rule, active = well fitted curve in the direction sought with a large enough effect; inconclusive = small, poorly fitted or top-dose-only effect, or another doubt; inactive = no such curve, though single readings can be large; an effect the other way counts as inactive or inconclusive. Not all compounds are listed; the hit share may differ from the screen's.

1	CCOC(=O)C1OC2(CCCC2)OC1C(=O)OCC (centres undefined)
2	CCCCC(=O)OCC(=O)C1(O)Cc2c(O)c3c(c(O)c2C(OC2CC(NC(=O)C(F)(F)F)C(O)C(C)O2)C1)C(=O)c1c(OC)cccc1C3=O (centres undefined)
3	Cc1cccc(NC(=O)c2cc3ccccc3c(=O)o2)n1
4	Cc1ccc(Cn2c(CCNc3nc(-c4ccc(C)cc4)cs3)nc3cc(C(=O)NCCCO)ccc32)cc1
5	CC(=O)Nc1c(Cl)c2c(c(Cl)c1Br)-c1ccc(Cl)cc1C2
6	O=S(=O)(O)c1ccc(Cl)c(Cl)c1
7	CC(C)CNC(=O)C(=O)NC1CCCC1
8	COC(=O)c1cc2c(n1S(=O)(=O)c1ccc(C)cc1)C(=O)C(=O)c1[nH]cc(C(=O)OCc3ccccc3)c1-2
screen / no. | 1 | 2 | 3 | 4 | 5 | 6 | 7 | 8
S-ASM inh | 2% | ? | 2% | -14% | -2% | 3% | -2% | -22%
Integrin act MD | -5% | -60%[inhibitor] | -3% | -20% | 13% | -9% | 2% | 0%
Giardia kill | 29 | -11 | ? | 2 | 23 | 0 | 9 | 10
TSG101-PTAP inh | -5% | 3% | -6% | 2% | 0% | -3% | -4% | -1%

9	Cc1cccc(NC(=O)CN2CCN(C(=O)CN3C(=O)NC4(CC(C)CC(C)(C)C4)C3=O)CC2)c1C (centres undefined)
10	COc1ccc(C(=O)Nc2ccccc2-c2nnn(CC(N)=O)n2)cc1
11	O=C(Cc1ccc(Cl)cc1)NCCc1ccc(F)cc1
12	COCCNc1nc(C)cc(-c2cc(C(=O)Nc3ccccc3)on2)n1
13	CCCS(=O)(=O)N1CCN(Cc2ccc(OCc3ccccc3)c(OC)c2)CC1
14	O=S(=O)(c1ccc(F)cc1)N1CCN(CC(O)COCc2ccccc2)CC1 (centres undefined)
15	COc1cccc2c(=O)c(C(=O)NCCc3ccccc3)c[nH]c12
16	Cc1nc(NC(=O)c2cccnc2Cl)sc1C
screen / no. | 9 | 10 | 11 | 12 | 13 | 14 | 15 | 16
S-ASM inh | -2% | -2% | 0% | 3% | 2% | 2% | -4% | -1%
Integrin act MD | 22% | 10% | -8% | -1% | -34% | 5% | -24% | 3%
Giardia kill | -4 | -5 | -8 | 2 | -1 | 1 | 31[activator] | -15
TSG101-PTAP inh | -14% | 1% | -1% | 5% | -6% | -2% | -4% | 0%

17	CCOC(=O)CCN(C(=S)Nc1ccccc1)C1CCCCC1
18	CCN1CCN(C(=O)/C=C/c2ccc(C(C)C)cc2)CC1
19	CCOc1ccc2ccccc2c1/C=N/NC(=O)c1c(C)cc(C)[nH]c1=O
20	CCCCCC1C(=O)N2C=C(c3ccccc3)c3ccccc3N2C1=O (centres undefined)
21	Cc1nc2ccccc2cc1C(=O)NCc1ccccc1
22	CCC/C(=N/Nc1ccc(Cl)cc1)c1cnnc(-c2ccccc2)n1
23	CCOc1ccc(-c2c(=O)n(OCc3ccc([N+](=O)[O-])cc3)c3ccccc3[n+]2[O-])c(OCC)c1
24	Nc1nc(=O)n(C2CC(O)C(CO)O2)cc1F (centres undefined)
screen / no. | 17 | 18 | 19 | 20 | 21 | 22 | 23 | 24
S-ASM inh | 3% | -2% | 38% | 2% | 4% | -1% | -1% | 5%
Integrin act MD | -7% | 37% | 8% | ? | -10% | -11% | 28% | 1%
Giardia kill | -16 | 14 | 3 | -9 | 27 | 1 | -15 | -7
TSG101-PTAP inh | -2% | -1% | 0% | 0% | -3% | -8% | -1% | -3%

25	Cc1noc(NS(=O)(=O)c2ccc(NC(=O)c3cc(S(=O)(=O)N(C)c4ccccc4)ccc3Cl)cc2)c1C
26	COc1ccccc1-c1cccc([C@@H]2C[C@H]3[C@H](CON3C)CN2C(=O)CCc2ccccc2)c1
27	Cc1ccc(C(=O)NC(C)C2CC3CCC2C3)cc1 (centres undefined)
28	C/C(Sc1nnc(Cc2ccccc2)o1)=C(\O)c1ccccc1
29	O=C(NC(C(=O)c1ccccc1)c1ccccc1)c1ccccc1 (centres undefined)
30	O=C1CC(c2ccccc2)Cc2nc(N3CCc4ccccc43)ncc21 (centres undefined)
31	Cc1[nH]n(-c2ccccc2)c(=O)c1C(c1ccc(O)c([N+](=O)[O-])c1)c1c(C)[nH]n(-c2ccccc2)c1=O
32	Oc1ccccc1CC=NC1CCCCC1
screen / no. | 25 | 26 | 27 | 28 | 29 | 30 | 31 | 32
S-ASM inh | 2% | -1% | -1% | -2% | -4% | 16% | -15% | 3%
Integrin act MD | 15% | -12% | 8% | -23% | 12% | 5% | -21% | 3%
Giardia kill | -6 | 24 | 2 | -10 | 5 | -1 | -14 | 13
TSG101-PTAP inh | -8% | -6% | 0% | -3% | -2% | 1% | -3% | -7%

33	O=C(O)C1CCN(Cc2cnn(-c3ccccc3)c2-n2cccc2)CC1
34	COc1ccc(NS(=O)(=O)c2cc(C(=O)N(C)CCc3ccccn3)ccc2Cl)cc1
35	CC(C)NC(=S)NNc1ncnc2sc3c(c12)CC(C)(C)OC3
36	CCCCOCCO
37	CN(CCc1ccccc1)C(=O)c1cccc(NC(=O)Cc2cccc(NC(=O)C3CCCN(C(=O)C4CCC4)C3)c2)c1 (centres undefined)
38	O=C(NCCNC(=O)c1ccccc1[N+](=O)[O-])c1ccccc1[N+](=O)[O-]
39	O=c1[nH][nH]c2cc([N+](=O)[O-])ccc12
40	O=C1Nc2ccc(Br)cc2/C1=N\N=C\C1=C(N2CCOCC2)C(=C/c2ccccc2)/CC1
screen / no. | 33 | 34 | 35 | 36 | 37 | 38 | 39 | 40
S-ASM inh | 3% | 0% | -1% | -1% | 10% | 4% | 7% | -25%
Integrin act MD | -12% | 26% | -32% | 6% | -4% | 10% | -13% | 9%
Giardia kill | 12 | -7 | 38[activator] | 11 | 0 | -11 | -11 | -1
TSG101-PTAP inh | -7% | 5% | 0% | 4% | -5% | -3% | -6% | ?

41	COc1cc2c(cc1OC)C(c1cc(OC)c(OC)c(OC)c1)C1(O)C(=O)OCC1(O)C2 (centres undefined)
42	O=C1C=CC(c2ccccc2)(c2ccccc2)CC1
43	CCCCn1c(N)c(N(CCOC)C(=O)COC(=O)CNC(=O)c2ccc(Cl)c(Cl)c2)c(=O)[nH]c1=O
44	O=C(NN1CCOCC1)c1cccc(Br)c1
45	CN(CCc1ccccn1)c1ccccc1
46	COc1ccc(Cl)cc1C=CC=Nc1ccc(S(N)(=O)=O)cc1
47	COc1ccc(N(C(=O)c2cnccn2)C(C(=O)NC2CCCCC2)c2ccc(Cl)cc2)cc1 (centres undefined)
48	CCOC(=O)Cc1cc(=O)[nH]n(-c2ccccc2)c1=O
screen / no. | 41 | 42 | 43 | 44 | 45 | 46 | 47 | 48
S-ASM inh | -4% | 0% | 5% | 5% | -2% | -1% | 2% | 5%
Integrin act MD | 0% | -36% | 16% | 2% | 16% | -46%[inhibitor] | 26% | ?
Giardia kill | -21 | -15 | -6 | 4 | 18 | -10 | -21 | -6
TSG101-PTAP inh | -9% | -9% | -1% | 0% | -9% | -4% | -4% | -8%

49	CN(CC(=O)Nc1ccccc1Br)C(=O)c1cccc(S(=O)(=O)N2CCc3ccccc32)c1
50	Cc1ccc(C(C)C)c(OCC(=O)c2c(O)c3ccccc3oc2=O)c1
51	Nc1ccccc1C#Cc1ccc([N+](=O)[O-])cc1
52	Nc1nc(SCc2ccccc2)c2ncn(Cc3ccccc3)c2n1
53	O=[N+]([O-])c1ccc(CS(=O)c2ccccc2)cc1 (centres undefined)
54	CCCn1cnc2c(SCc3ccc(Cl)cc3)nc(N)nc21
55	CCOC(=O)c1cccc(OS(=O)(=O)Cc2ccccc2)c1
56	Cc1cc2ncn(C3CC(O)C(CO)O3)c2cc1C (centres undefined)
screen / no. | 49 | 50 | 51 | 52 | 53 | 54 | 55 | 56
S-ASM inh | -4% | 1% | -19% | -12% | 1% | -5% | 1% | -1%
Integrin act MD | -20% | 1% | ? | -25% | -11% | -18% | -44% | 1%
Giardia kill | 0 | 9 | -6 | 7 | -4 | 4 | 10 | -7
TSG101-PTAP inh | 0% | -2% | -3% | -3% | -1% | -5% | 1% | -7%

57	CCCCC(=O)O
58	CC1=CC(=O)Nc2ccccc2S1
59	OC(Cc1cccnc1)c1ccccc1 (centres undefined)
60	Cc1cc(C)nc(SCC(=O)Nc2ccc(S(=O)(=O)Nc3cc(C)on3)cc2)n1
61	CCCNc1ncnc2c1cnn2C1CCCCO1 (centres undefined)
62	Cc1cccc(NC(=O)c2cccc([N+](=O)[O-])c2O)c1C
63	CC1(C)CC[C@@]23CC[C@]4(C)[C@@](OC2=O)(C3C1)[C@H]1O[C@H]1C1[C@@]2(C)CC[C@H](O)C(C)(C)C2CC[C@]14C (some centres undefined)
64	O=[N+]([O-])c1ccc(C=NNC(=S)NN=Cc2ccc([N+](=O)[O-])cc2)cc1
screen / no. | 57 | 58 | 59 | 60 | 61 | 62 | 63 | 64
S-ASM inh | 11% | 11% | 2% | 2% | -2% | 3% | -2% | -3%
Integrin act MD | -16% | 7% | 9% | ? | 11% | ? | 14% | 12%
Giardia kill | -11 | -6 | -5 | 1 | 17 | ? | 6 | 7
TSG101-PTAP inh | 1% | -2% | -3% | -5% | 1% | -5% | -1% | 0%

65	COC1=CC(=O)C(C2CC(=O)c3c(O)cc(O)cc3O2)=CC1=O (centres undefined)
66	COc1cc(OC)c(OC)cc1/C=C/C(=O)OCC(=O)Nc1c(C)n(C)n(-c2ccccc2)c1=O
67	CCOC(=O)Cc1c[nH]c2ccc([N+](=O)[O-])cc12
68	CC(=O)N(Cc1ccccc1)c1c(N)nc(N)[nH]c1=O
69	CCOc1ccccc1C(=O)N[C@H](C(=O)OCC(=O)Nc1nnc(-c2ccccc2)o1)C(C)C
70	CC1CC(C)(C)CC2(C1)NC(=O)N(CC(=O)N1CCN(S(=O)(=O)c3ccc(F)c(F)c3F)CC1)C2=O (centres undefined)
screen / no. | 65 | 66 | 67 | 68 | 69 | 70
S-ASM inh | -5% | 448%[activator] | -7% | 0% | -3% | 2%
Integrin act MD | -50%[inhibitor] | 25% | ? | 6% | -6% | -19%
Giardia kill | 16 | -9 | 12 | -16 | -4 | 9
TSG101-PTAP inh | -2% | 0% | 1% | -3% | -6% | 0%

Gathered by group: the compounds so far containing a Cl atom
5	CC(=O)Nc1c(Cl)c2c(c(Cl)c1Br)-c1ccc(Cl)cc1C2
6	O=S(=O)(O)c1ccc(Cl)c(Cl)c1
11	O=C(Cc1ccc(Cl)cc1)NCCc1ccc(F)cc1
16	Cc1nc(NC(=O)c2cccnc2Cl)sc1C
22	CCC/C(=N/Nc1ccc(Cl)cc1)c1cnnc(-c2ccccc2)n1
25	Cc1noc(NS(=O)(=O)c2ccc(NC(=O)c3cc(S(=O)(=O)N(C)c4ccccc4)ccc3Cl)cc2)c1C
34	COc1ccc(NS(=O)(=O)c2cc(C(=O)N(C)CCc3ccccn3)ccc2Cl)cc1
43	CCCCn1c(N)c(N(CCOC)C(=O)COC(=O)CNC(=O)c2ccc(Cl)c(Cl)c2)c(=O)[nH]c1=O
46	COc1ccc(Cl)cc1C=CC=Nc1ccc(S(N)(=O)=O)cc1
47	COc1ccc(N(C(=O)c2cnccn2)C(C(=O)NC2CCCCC2)c2ccc(Cl)cc2)cc1 (centres undefined)
screen / no. | 5 | 6 | 11 | 16 | 22 | 25 | 34 | 43 | 46 | 47
S-ASM inh | -2% | 3% | 0% | -1% | -1% | 2% | 0% | 5% | -1% | 2%
Integrin act MD | 13% | -9% | -8% | 3% | -11% | 15% | 26% | 16% | -46%[inhibitor] | 26%
Giardia kill | 23 | 0 | -8 | -15 | 1 | -6 | -7 | -6 | -10 | -21
TSG101-PTAP inh | 0% | -3% | -1% | 0% | -8% | -8% | 5% | -1% | -4% | -4%

54	CCCn1cnc2c(SCc3ccc(Cl)cc3)nc(N)nc21
screen / no. | 54
S-ASM inh | -5%
Integrin act MD | -18%
Giardia kill | 4
TSG101-PTAP inh | -5%
